Screens deposited in PubChem by several laboratories.
CIT2 TOR yeast: alters CIT2-GFP fluorescence in TOR pathway yeast screen; S. cerevisiae CIT2-GFP strain, flow cytometry, 3 h; 100 means same as DMSO wells; 320,000 tested, 0.065% active; GFP response vs DMSO, % at 10 µM;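 active = GFP response relative to DMSO above a set limit, near the screen mean plus 3 SD, cut at about 150% in these data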;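 note: ratio of well median GFP fluorescence to mean of DMSO wells on the plate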
proCasp3 act: procaspase-3 (human) activation; activation, % at 8.5 µM; 330,000 tested, 0.11% active; recombinant procaspase-3 D3A, Ac-DEVD-pNA absorbance 405 nm;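 active = activation above the mean of all tested compounds plus 3 SD, cut at about 21% in these data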;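 note: 0% = DMSO alone and 100% = DMSO wells spiked with extra 5 µM PC-3 D3A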
Target sequence (P42574 whole entry D9A/D28A/D175A): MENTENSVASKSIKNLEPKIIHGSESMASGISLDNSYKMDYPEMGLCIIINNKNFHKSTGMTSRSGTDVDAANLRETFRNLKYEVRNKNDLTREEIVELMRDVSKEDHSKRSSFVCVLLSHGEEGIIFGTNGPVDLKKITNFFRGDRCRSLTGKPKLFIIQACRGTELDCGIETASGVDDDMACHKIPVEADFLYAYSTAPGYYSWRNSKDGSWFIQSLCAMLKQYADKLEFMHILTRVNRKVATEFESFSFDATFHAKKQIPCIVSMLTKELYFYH
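Assay system: Procaspase-3 D3A mutant, all three cleavage aspartates alanine. Buffer or medium: Zinc-free HEPES saline buffer with Triton X-100. Times: 1 h compound preincubation, 2 h substrate hydrolysis at 25 °C. Measured by: 405 nm absorbance of p-nitroaniline, reads at 0 and 120 min. Read-out basis: percent activation relative to control range. Replicates: singlicate.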
procasp7 counter: counter-screen for procaspase-3 activators: activators of human procaspase-7; P55210; recombinant procaspase-7, Ac-DEVD-pNA absorbance 405 nm; D23A/D198A/D206A triple mutant, cannot self-cleave; scale: DMSO 0, 5 µM enzyme 100; activation, % at 8.5 µM; 330,000 tested, 0.093% active; AID 463210;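 active = percent activation above the screen-wide mean plus 3 SD, cut at about 25% in these data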
Target sequence (P55210 whole entry D23A/D198A/D206A): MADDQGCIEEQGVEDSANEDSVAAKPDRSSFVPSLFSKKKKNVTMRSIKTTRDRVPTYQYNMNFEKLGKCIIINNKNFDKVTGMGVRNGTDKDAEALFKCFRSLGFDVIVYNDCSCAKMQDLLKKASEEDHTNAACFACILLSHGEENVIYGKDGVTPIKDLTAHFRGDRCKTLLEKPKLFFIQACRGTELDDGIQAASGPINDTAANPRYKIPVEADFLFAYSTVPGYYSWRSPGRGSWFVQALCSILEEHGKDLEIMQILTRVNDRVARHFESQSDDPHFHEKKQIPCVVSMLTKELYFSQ
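signal = Epi-absorbance of released pNA at 405 nm, two timepoints | assay system = Uncleavable procaspase-7 mutant enzyme | reagent = Ac-DEVD-pNA substrate, 400 µM as added | times = 1 h enzyme–compound preincubation and 2 h substrate reaction, both 25 °C | benchmarks = low DMSO alone, high DMSO plus 5 µM PC-7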
RPL19A TOR yeast: yeast TOR pathway RPL19A-GFP modulation; percent response vs DMSO, % at 10 µM; 330,000 tested, 0.3% active; S. cerevisiae RPL19A-GFP strain, flow cytometry, 3 h; active compounds read low;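 active = percent response vs DMSO below 50%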;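 note: median channel GFP fluorescence of the barcoded RPL19A-GFP strain; ratio of sample median GFP to plate DMSO average so 100% = DMSO; lower means less RPL19A-GFP as with rapamycin TOR inhibition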
LAP4 TOR yeast: yeast TOR pathway LAP4-GFP modulation; S. cerevisiae LAP4-GFP multiplex, flow cytometry GFP, 3 h; median GFP as percent of DMSO wells; GFP response vs DMSO, % at 10 µM; 320,000 tested, 0.34% active; AID 2023;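 active = GFP response vs DMSO above a set limit, about the screen mean plus 3 SD, cut at about 150% in these data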
AGP1 TOR yeast: modulators of TOR pathway AGP1-GFP in S. cerevisiae; S. cerevisiae AGP1-GFP multiplex flow cytometry, 3 h; GFP as percent of DMSO wells; GFP response vs DMSO, % at 10 µM; 320,000 tested, 0.02% active;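 active = GFP response relative to DMSO above a set limit, near screen average plus 3 SD, cut at about 150% in these data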;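 note: median GFP channel fluorescence of the gated AGP1 strain per well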
MEP2-GFP yeast: yeast TOR pathway MEP2-GFP modulation. S. cerevisiae MEP2-GFP strain, flow cytometry GFP, 3 h; 100% = DMSO control level. GFP response vs DMSO, % at 10 µM. 330,000 tested, 0.51% active. AID 2016;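 active = GFP response versus DMSO above a set limit, roughly screen mean plus 3 SD, cut at about 180% in these data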;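 note: median GFP fluorescence of the barcode-gated MEP2-GFP cells per well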
AHR act: activates the human aryl hydrocarbon receptor; P35869; AID 2796; 320,000 tested, 2.5% active; AHR-responsive luciferase reporter cells, luminescence; activation, % at 5 µM; in the data active = activation above about 47%;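 note: 0% = vehicle wells and 100% = reference agonist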
* marks the source's active call; other numbers are inactive results.

Screening Cc1cc(NC(=O)CS(=O)(=O)c2ccc(F)cc2)no1 returned CIT2 TOR yeast 112, proCasp3 act -1, procasp7 counter 7, RPL19A TOR yeast 97, LAP4 TOR yeast 103, AGP1 TOR yeast 104, MEP2-GFP yeast 110 and AHR act -2.
Screening COc1ccc(-c2cc(-c3nc4ccccn4c3NCc3ccccc3)ccc2OC)cc1 returned CIT2 TOR yeast 95, proCasp3 act 7, procasp7 counter 16, RPL19A TOR yeast 99, LAP4 TOR yeast 98, AGP1 TOR yeast 98, MEP2-GFP yeast 101 and AHR act -7.
Screening Cc1cc(C)cc(N(C(=O)c2cccs2)C2C=CS(=O)(=O)C2)c1 (configuration not stated) returned CIT2 TOR yeast 101, proCasp3 act 0, procasp7 counter -1, RPL19A TOR yeast 105, LAP4 TOR yeast 94, AGP1 TOR yeast 103, MEP2-GFP yeast 101 and AHR act -1.
`O=C(CO/N=C/c1ccc(Cl)cc1Cl)NNC(=O)c1ccc(Cl)cc1Cl` gave proCasp3 act 4, procasp7 counter 0, RPL19A TOR yeast 97, MEP2-GFP yeast 94 and AHR act 1.
For Cc1ccc(CN2CCNC(=O)C2CC(=O)N(C)C2CCCCC2)o1 (configuration not stated) the results were CIT2 TOR yeast 104, proCasp3 act 5, procasp7 counter 4, RPL19A TOR yeast 102, LAP4 TOR yeast 92, AGP1 TOR yeast 99, MEP2-GFP yeast 101 and AHR act 0.
`COC(=O)C(N)CCCCN` (configuration not stated) gave CIT2 TOR yeast 96, proCasp3 act -6, procasp7 counter -2, RPL19A TOR yeast 100, LAP4 TOR yeast 106, AGP1 TOR yeast 102, MEP2-GFP yeast 102 and AHR act -1.
CN1C(=O)C(=O)/C(=C(/O)c2ccccc2)C1c1ccccc1 (configuration not stated) was read as CIT2 TOR yeast 100, proCasp3 act -2, procasp7 counter 10, RPL19A TOR yeast 98, LAP4 TOR yeast 93, AGP1 TOR yeast 99, MEP2-GFP yeast 102 and AHR act -2.
For Cc1ccc(-c2cc(-c3nnc(SCC(=O)NCC(C)C)n3N)c3ccccc3n2)cc1 the results were CIT2 TOR yeast 105, proCasp3 act 6, procasp7 counter 8, RPL19A TOR yeast 102, LAP4 TOR yeast 100, AGP1 TOR yeast 113, MEP2-GFP yeast 101 and AHR act 7.
COc1cc2sc(-c3ccccc3OC)c(-c3ccc(O)cc3)c2cc1OC was read as CIT2 TOR yeast 99, proCasp3 act -3, procasp7 counter 12, RPL19A TOR yeast 96, LAP4 TOR yeast 102, AGP1 TOR yeast 96, MEP2-GFP yeast 96 and AHR act 1.
`N#Cc1ccc(C(=O)CSc2n[nH]c(=O)n2-c2cccnc2)cc1` gave CIT2 TOR yeast 95, proCasp3 act -6, procasp7 counter -10, RPL19A TOR yeast 99, LAP4 TOR yeast 104, AGP1 TOR yeast 103, MEP2-GFP yeast 103 and AHR act 9.
Screening O=C(Nc1ccccc1Cl)N1CCCN(c2nc(-c3ccccc3)ns2)CC1 returned CIT2 TOR yeast 101, proCasp3 act 4, procasp7 counter 7, RPL19A TOR yeast 97, LAP4 TOR yeast 110, AGP1 TOR yeast 108, MEP2-GFP yeast 98 and AHR act 2.
Screening COc1ccc(C(=O)Nc2cc3c(cc2C(=O)O)OCCCO3)c(OC)c1 returned CIT2 TOR yeast 97, proCasp3 act -6, procasp7 counter 4, RPL19A TOR yeast 107, LAP4 TOR yeast 92, AGP1 TOR yeast 93, MEP2-GFP yeast 107 and AHR act 0.
N#CCC(=O)N/N=C/c1c(-c2ccccc2)n(-c2ccccc2)c2ccccc12 was read as CIT2 TOR yeast 110, proCasp3 act 1, procasp7 counter -1, RPL19A TOR yeast 105, LAP4 TOR yeast 100, AGP1 TOR yeast 106, MEP2-GFP yeast 98 and AHR act 6.
CCOC(=O)c1c(S(=O)(=O)N2CCC(C)CC2)c(C)n(C)c1C was read as CIT2 TOR yeast 100, proCasp3 act 7, procasp7 counter 5, RPL19A TOR yeast 97, LAP4 TOR yeast 100, AGP1 TOR yeast 102, MEP2-GFP yeast 98 and AHR act 4.
`CC(=O)Nc1ccc(C(C#N)c2ccccc2)cc1` (configuration not stated) gave CIT2 TOR yeast 84, proCasp3 act 0, procasp7 counter 0, RPL19A TOR yeast 96, LAP4 TOR yeast 113, AGP1 TOR yeast 103, MEP2-GFP yeast 92 and AHR act 0.
`C=Cc1ccc(CN2CCCN(Cc3ccc(F)cc3)S2(=O)=O)cc1` gave CIT2 TOR yeast 103, proCasp3 act -2, procasp7 counter 5, RPL19A TOR yeast 107, LAP4 TOR yeast 102, AGP1 TOR yeast 105, MEP2-GFP yeast 105 and AHR act 4.
Cc1ccc(N(Cc2ccco2)C(=O)c2ccc(N3CCCCC3)c([N+](=O)[O-])c2)cc1 was read as CIT2 TOR yeast 95, proCasp3 act 2, procasp7 counter 13, RPL19A TOR yeast 101, LAP4 TOR yeast 88, AGP1 TOR yeast 93, MEP2-GFP yeast 100 and AHR act 0.
`Cc1ccc(C2NC(=S)NC3=C2N2CCC3CC2)cc1` (configuration not stated) gave CIT2 TOR yeast 109, proCasp3 act 8, procasp7 counter 1, RPL19A TOR yeast 104, LAP4 TOR yeast 99, AGP1 TOR yeast 108, MEP2-GFP yeast 107 and AHR act 2.
`CC(=C/c1ccccc1)/C=N/N1CCN(Cc2ccc(C)cc2)CC1` gave CIT2 TOR yeast 100, proCasp3 act 1, procasp7 counter 0, RPL19A TOR yeast 95, LAP4 TOR yeast 87, AGP1 TOR yeast 97, MEP2-GFP yeast 90 and AHR act -1.
CCS(=O)(=O)N1CCN(C(=O)c2ccccc2)CC1 was read as CIT2 TOR yeast 86, proCasp3 act 4, procasp7 counter 4, RPL19A TOR yeast 97, LAP4 TOR yeast 93, AGP1 TOR yeast 103, MEP2-GFP yeast 97 and AHR act -2.

Next section, overlapping the part above by 6 compounds.
`CC(=O)Nc1ccc(C(C#N)c2ccccc2)cc1` (configuration not stated) gave CIT2 TOR yeast 84, proCasp3 act 0, procasp7 counter 0, RPL19A TOR yeast 96, LAP4 TOR yeast 113, AGP1 TOR yeast 103, MEP2-GFP yeast 92 and AHR act 0.
`C=Cc1ccc(CN2CCCN(Cc3ccc(F)cc3)S2(=O)=O)cc1` gave CIT2 TOR yeast 103, proCasp3 act -2, procasp7 counter 5, RPL19A TOR yeast 107, LAP4 TOR yeast 102, AGP1 TOR yeast 105, MEP2-GFP yeast 105 and AHR act 4.
Cc1ccc(N(Cc2ccco2)C(=O)c2ccc(N3CCCCC3)c([N+](=O)[O-])c2)cc1 was read as CIT2 TOR yeast 95, proCasp3 act 2, procasp7 counter 13, RPL19A TOR yeast 101, LAP4 TOR yeast 88, AGP1 TOR yeast 93, MEP2-GFP yeast 100 and AHR act 0.
`Cc1ccc(C2NC(=S)NC3=C2N2CCC3CC2)cc1` (configuration not stated) gave CIT2 TOR yeast 109, proCasp3 act 8, procasp7 counter 1, RPL19A TOR yeast 104, LAP4 TOR yeast 99, AGP1 TOR yeast 108, MEP2-GFP yeast 107 and AHR act 2.
`CC(=C/c1ccccc1)/C=N/N1CCN(Cc2ccc(C)cc2)CC1` gave CIT2 TOR yeast 100, proCasp3 act 1, procasp7 counter 0, RPL19A TOR yeast 95, LAP4 TOR yeast 87, AGP1 TOR yeast 97, MEP2-GFP yeast 90 and AHR act -1.
CCS(=O)(=O)N1CCN(C(=O)c2ccccc2)CC1 was read as CIT2 TOR yeast 86, proCasp3 act 4, procasp7 counter 4, RPL19A TOR yeast 97, LAP4 TOR yeast 93, AGP1 TOR yeast 103, MEP2-GFP yeast 97 and AHR act -2.
C1COCCNCCOCCOCCOCCN1 was read as CIT2 TOR yeast 94, proCasp3 act 7, procasp7 counter -1, RPL19A TOR yeast 103, LAP4 TOR yeast 109, AGP1 TOR yeast 105, MEP2-GFP yeast 106 and AHR act 4.
Screening Cc1noc(C)c1COC(=O)c1cccc(S(=O)(=O)N2CCOCC2)c1 returned CIT2 TOR yeast 101, proCasp3 act 2, procasp7 counter 4, RPL19A TOR yeast 100, LAP4 TOR yeast 112, AGP1 TOR yeast 112, MEP2-GFP yeast 101 and AHR act 0.
CCOc1ccc(COC(=O)C2CC(=O)N(CCc3ccccc3)C2)cc1OC (configuration not stated) was read as CIT2 TOR yeast 103, proCasp3 act 6, procasp7 counter -13, RPL19A TOR yeast 97, LAP4 TOR yeast 97, AGP1 TOR yeast 98, MEP2-GFP yeast 97 and AHR act 0.
`Cc1nc2c(cc1NC(=O)c1ccccc1)nc(C)n2Cc1ccccc1` gave CIT2 TOR yeast 103, proCasp3 act 2, procasp7 counter 0, RPL19A TOR yeast 103, LAP4 TOR yeast 91, AGP1 TOR yeast 101, MEP2-GFP yeast 107 and AHR act 14.
Screening CCOc1cc(/C=C2\C(=O)NN(c3ccccc3)C2=O)cc([N+](=O)[O-])c1O returned CIT2 TOR yeast 103, proCasp3 act -9, procasp7 counter -9, RPL19A TOR yeast 94, LAP4 TOR yeast 99, AGP1 TOR yeast 105, MEP2-GFP yeast 102 and AHR act 11.
CCCCCC(=O)NC(=S)NNC(=O)CC was read as CIT2 TOR yeast 90, proCasp3 act -5, procasp7 counter 2, RPL19A TOR yeast 94, LAP4 TOR yeast 110, AGP1 TOR yeast 103, MEP2-GFP yeast 97 and AHR act 2.
Screening O=C(NCc1ccco1)C1CCCN(S(=O)(=O)c2ccc(Br)cc2)C1 (configuration not stated) returned CIT2 TOR yeast 99, proCasp3 act 10, procasp7 counter 2, RPL19A TOR yeast 95, LAP4 TOR yeast 116, AGP1 TOR yeast 100, MEP2-GFP yeast 98 and AHR act 1.
`CCOc1ccc(C(=O)NCC(=O)NCCCn2nc(C)cc2C)cc1OCC` gave CIT2 TOR yeast 88, proCasp3 act -1, procasp7 counter 8, RPL19A TOR yeast 90, LAP4 TOR yeast 88, AGP1 TOR yeast 92, MEP2-GFP yeast 89 and AHR act 0.
